Thrombin inh: human alpha-thrombin inhibitors, primary screen, counter-screen for coagulation protease inhibitor project, biochemical, 1536-well, fluorogenic AMC substrate; Prothrombin (Homo sapiens), P00734; Boc-VPR-AMC fluorogenic substrate cleavage; inhibition, % at 5 µM; 220,000 compounds, 0.26% hits; AID 1046, 2008;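 active = inhibition at or above 40%; inactive = inhibition below 40%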;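 note: 0% = enzyme with no compound and 100% = wells without enzyme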
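Material: Human alpha-thrombin protein | Buffer or medium: pH 7.5 Tris-saline with Tween 20 | Reagent: Boc-VPR-AMC substrate, 15 µM final | Schedule: Reaction at ambient temperature | Detection: AMC fluorescence at 355 nm excitation and 460 nm emission | Evaluation: Percent inhibition scaled between no-compound controls and no-enzyme blanks | Controls: no-compound enzyme wells and no-enzyme blanks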
TRPML3 agonist: human TRPML3 channel agonists, primary screen, cell-based, HEK293 TRPML3-YFP, Fluo-8 calcium fluorescence, 3 µM; Mucolipin-3 (Homo sapiens), Q8TDD5; 220,000 compounds, 0.29% hits; 100% = the carbachol control signal; activation, % at 3 µM;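 active = activation above its plate's cutoff, the mean activation of the plate's test wells plus 3 SD, cut at about 12% in these data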;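 note: 0% = DMSO only wells and 100% = carbachol wells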
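Material: TRPML3-YFP stable HEK293 cells | Dosing: One concentration, 3 µM nominal, 0.3% DMSO | Timing: 125 s total fluorescence read per well | Technique: Fluo-8 calcium dye fluorescence, ex 470-495, em 515-575 nm | Measure: Percent activation from peak-to-basal fluorescence ratio, scaled between DMSO and carbachol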
Tb hexokinase: Trypanosoma brucei hexokinase 1 inhibitors, primary screen, biochemical, G6PDH-coupled NADH absorbance, MLSCN library. AID 1430, 2008. inhibition, % at 10 µM. 220,000 compounds, 0.11% hits. recombinant TbHK1, G6PDH-coupled NADH A340;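 active = inhibition of 50% or more in the single-dose primary screen; inactive = inhibition below 50%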
Calpain2 inh: inhibitors of pig calpain II, primary screen, biochemical, fluorogenic peptide substrate, 1536-well; purified calpain II, 30 min; inhibition, % at 16 µM; 220,000 compounds, 0.37% hits;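 active = inhibition above about 50%, limit read from the data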
EBV gp42 block: Epstein-Barr virus gp42 inhibitors, primary screen, biochemical, uHTS, fluorescence polarization | AID 1085, 2008 | Glycoprotein 42 (Epstein-Barr virus (strain AG876)), Q1HVG2 | Fluorescence polarization binding assay, mP read-out | inhibition, % (tested at 21.74 µM) | 220,000 compounds, 0.42% hits; in the data active = inhibition above about 50%
TRPN1 ag: zebrafish TRPN1 channel agonists, primary screen, cell-based, HEK293, calcium fluorescence | 220,000 compounds, 0.18% hits | transient receptor potential cation channel N1 (TRPN1/NompC), Danio rerio | HEK293 zebrafish TRPN1-YFP, Fluo-8 calcium fluorescence; 100% = response to 87 µM carbachol | activation, % at 3 µM;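 active = activation above its plate's cutoff, the mean activation of test wells on that plate plus 3 SD, cut at about 19% in these data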;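 note: 0% = DMSO alone and 100% = 87 µM carbachol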
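Assay system: Zebrafish TRPN1-YFP in HEK293 cells | Incubation: Dye loading 1 h at 37 °C, then 30 min room temperature | Measured by: Kinetic Fluo-8 fluorescence, ex 470-495, em 515-575 nm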
KCC2 mod: KCC2 cotransporter modulators, thallium flux, primary screen, cell-based, HEK293 KCC2, FluoZin-2 fluorescence, MLSMR; KCC2 cells, thallium flux FluoZin-2 fluorescence; B-score of Tl+ flux slope (higher = more flux/activation; lower = inhibition) at 10 µM; 190,000 compounds, 2.2% hits; AID 1456, 2008;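 active = thallium flux slope and its plate-corrected score both differing from the plate sample mean at a set confidence after two filtering rounds, in either direction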;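 note: slope of fluorescence scaled to starting intensity during 10 to 20 s after thallium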
Target sequence (Q9H2X9 whole entry, looked up): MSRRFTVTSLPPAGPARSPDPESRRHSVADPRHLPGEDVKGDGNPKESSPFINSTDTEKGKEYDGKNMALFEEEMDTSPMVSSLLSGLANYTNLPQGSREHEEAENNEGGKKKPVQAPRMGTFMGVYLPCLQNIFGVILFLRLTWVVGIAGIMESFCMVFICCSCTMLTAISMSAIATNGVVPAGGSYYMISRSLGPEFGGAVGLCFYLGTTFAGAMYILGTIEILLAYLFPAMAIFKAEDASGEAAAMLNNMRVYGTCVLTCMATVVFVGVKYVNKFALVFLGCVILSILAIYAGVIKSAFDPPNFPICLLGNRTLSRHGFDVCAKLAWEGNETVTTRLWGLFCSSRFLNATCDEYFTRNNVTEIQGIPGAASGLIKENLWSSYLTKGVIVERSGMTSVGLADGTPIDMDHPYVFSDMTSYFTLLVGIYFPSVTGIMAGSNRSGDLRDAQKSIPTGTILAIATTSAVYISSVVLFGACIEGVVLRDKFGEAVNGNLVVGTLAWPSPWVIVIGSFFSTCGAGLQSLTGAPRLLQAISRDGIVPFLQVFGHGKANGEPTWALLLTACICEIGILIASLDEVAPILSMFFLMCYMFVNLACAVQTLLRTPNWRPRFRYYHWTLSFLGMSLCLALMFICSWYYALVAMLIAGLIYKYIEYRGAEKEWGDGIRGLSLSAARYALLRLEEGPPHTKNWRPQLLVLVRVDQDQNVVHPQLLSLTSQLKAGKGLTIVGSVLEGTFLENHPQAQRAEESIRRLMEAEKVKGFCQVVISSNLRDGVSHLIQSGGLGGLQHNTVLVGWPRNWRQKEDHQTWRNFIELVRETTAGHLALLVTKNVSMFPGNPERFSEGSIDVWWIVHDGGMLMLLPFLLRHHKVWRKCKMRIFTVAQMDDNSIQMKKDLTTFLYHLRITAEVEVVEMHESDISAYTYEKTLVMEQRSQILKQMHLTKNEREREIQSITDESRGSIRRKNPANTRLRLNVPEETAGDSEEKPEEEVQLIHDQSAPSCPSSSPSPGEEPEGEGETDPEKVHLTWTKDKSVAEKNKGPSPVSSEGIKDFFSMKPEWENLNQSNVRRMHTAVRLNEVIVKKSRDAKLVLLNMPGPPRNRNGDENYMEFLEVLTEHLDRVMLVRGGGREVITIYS
PPC-1+TRAIL kill: compounds killing PPC-1 cancer cells with TRAIL present, primary screen, TRAIL potentiator project, ATPLite luminescence, uHTS; PPC-1 cells + TRAIL, ATPLite viability luminescence; 220,000 compounds, 0.41% hits; AID 1443, 2008; cell killing (% activity), % at 4 µM;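 active = cell killing above 50% in the first pass at 4 µM, then a duplicate retest at 5 µM averaging 50% or more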;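 note: plate controls were cells with TRAIL plus DMSO for no effect and medium-only wells lacking cells for full effect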
Furin inhibitor: human furin inhibitors, primary screen, biochemical, fluorescence intensity; inhibition, % at 30 µM; 220,000 compounds, 0.061% hits; purified furin, fluorogenic substrate cleavage; P09958; in the data active = inhibition above about 25%; note: inactives centre near -15
* marks the source's active call; other numbers are inactive results; x = no result given; [ ] = dose if it differs, or a comment. Outcome played no part in choosing rows (roughly 3.6% active in at least one column).

SMILES	Thrombin inh	TRPML3 agonist	Tb hexokinase	Calpain2 inh	EBV gp42 block	TRPN1 ag	KCC2 mod	PPC-1+TRAIL kill	Furin inhibitor
COC(=O)Nc1ccc(S(=O)(=O)N2CCCC(C(=O)N3CCN(C)CC3)C2)cc1 (stereo not drawn)	-1	-0.3	-11	0	-34	-1.2	0.036	3	-12
COc1cc(/C=N/NC(=O)C(=O)NCC2CCCO2)ccc1O (stereo not drawn)	-9	0.5	-32	3	-16	0.5	-0.42	32	-15
Cc1ccc(C(=O)OCC(=O)NC(C)C)cc1S(=O)(=O)N1CCOCC1	12	0.3	-9	-18	-16	0.1	0.19	4	-17
Cc1ccc(N(CC(=O)NCc2ccncc2)S(C)(=O)=O)cc1Cl	0	0.4	-1	-11	-23	1.1	x	0	-19
Nc1ncn(-c2ncc(C(F)(F)F)cc2Cl)n1	-9	0.5	-18	-17	-3	0.5	1.2	22	-22
O=C(CCN1CCCCCC1)Nc1ccccc1F	-2	0.2	9	-10	-13	2.0	1.5	x	-6[20 µM]
N#CCCN(C(=S)NC(=O)c1ccco1)c1ccccc1F	-10	0.4	-6	-27	-24	0.9	2.1	12	-20
CC(C)(C)c1cc(C(F)(F)F)nc(SCCCNC(=O)c2ccco2)n1	-4	1.4	-9	15	-18	0.3	x	-18	-9[20 µM]
C=CCn1c(SCC(=O)N2CCCC2)nc2scc(-c3cccs3)c2c1=O	5	0.3	-9	21	-29	-0.2	x	-11	-15
c1ccc(-c2nnc(-c3ccco3)n2-c2ccccc2)cc1	5	-0.4	2	-16	-13	-1.4	-0.19	19	-18[20 µM]
Cc1cccc(Nc2ccc(C(=O)N3CCOCC3)cn2)c1	-3	0.7	-15	8	1	0.1	-0.031	12	-23
Cn1nc(C(F)(F)F)c(-c2ccc(Br)cc2)c1NC(=O)c1cccnc1	-2	1.1	-8	-16	-12	2.9	0.14	8	-11
COc1cccc(N=C2CC(C)(C)CC(=O)/C2=C(/O)c2ccccc2)c1	1	0.9	-14	3	-1	1.5	-0.48	17	-29
COc1cc(NC(=O)COC(=O)C2CC2)c(C)cc1[N+](=O)[O-]	-2	0.6	-12	2	-16	0.7	-0.075	-1	-23
Oc1cccc2ccc(/C=C/c3ccc(Br)s3)nc12	x	0.3	-4	6	4	-0.6	1.7	21	-12
O=C(CC1SC(=Nc2ccccc2)N(CCCCO)C1=O)NCc1ccccc1 (stereo not drawn)	2	0.6	-1	-7	-5	1.6	0.89	-6	-23
CC1(C)Cc2c(sc3nc(-c4ccccc4Cl)n(N)c(=O)c23)CO1	-2	1.6	-6	-10	2	2.1	x	14	-13[20 µM]
O=C(N/N=C/c1ccc(OCCCF)cc1)c1cc(OCC(F)(F)F)ccc1OCC(F)(F)F	1	0.1	-10	24	-6	0.3	x	22	-18
COc1ccc(S(=O)(=O)N2CCN(c3ccc4nnc(-c5ccc(F)cc5)n4n3)CC2)cc1	-7	-0.1	-22	-95	-6	-1.1	x	20	-11
Cc1c(Cl)cccc1Nc1nc(N)nc(CN2CCc3ccccc3C2)n1	0	0.3	4	24	9	-0.2	x	12	-16[20 µM]
Fc1ccc2nc(Nc3nc4cc5c(cc4s3)OCCO5)sc2c1	-14	1.1	14	-69	-13	0.5	1.2	21	-13
Cc1cccc(N=Cc2cc(Br)cc(Cl)c2O)c1	-3	1.0	4	-20	6	-1.4	2.4	6	-36
CC(C)(C)C(=O)CN1CCN(C2c3ccccc3-c3ccccc32)CC1	8	0.9	-13	8	-5	-0.2	0.36	7	-11[20 µM]
Cc1cc(-c2ccccc2)nc(N2CCC(C(=O)NCc3ccccc3Cl)CC2)n1	0	1.4	-10	-5	-14	-0.5	-0.49	15	-25[20 µM]
Cn1c2c(c(=O)n(C)c1=O)CN(CCN1CCNCC1)CN2	2	0.4	0	-16	-14	-0.5	0.45	30	-10
CCCn1c(N/N=C\C=C\c2ccccc2)nc2c1c(=O)[nH]c(=O)n2C	-4	0.6	-19	-96	-10	-0.5	2.2	2	-6
COc1ccc(C[C@H]2CN3C(=NC[C@@H]3C)N2CCNC(=O)CCC2CCCCC2)cc1	-1	-0.4	-4	-11	-7	-0.9	-0.019	7	-32
Cn1c(SCC(=O)Nc2cccc(S(=O)(=O)N3CCOCC3)c2)nnc1-c1ccncc1	0	0.5	6	-26	-7	0.1	-1.5	17	-36
O=C1Nc2ccc([N+](=O)[O-])cc2C1=Nc1cccc(CO)c1	-4	-0.2	-22	21	-11	-1.6	0.015	17	-5
CCOC(=O)CCN(Cc1cccs1)S(=O)(=O)c1ccc(Cl)cc1	1	0.1	9	16	-12	-2.1	-1.8	-11	5

Quoted from the results shown for reference:
SMILES	Thrombin inh	TRPML3 agonist	Tb hexokinase	Calpain2 inh	EBV gp42 block	TRPN1 ag	KCC2 mod	PPC-1+TRAIL kill	Furin inhibitor
COC(=O)Nc1ccc(S(=O)(=O)N2CCCC(C(=O)N3CCN(C)CC3)C2)cc1 (stereo not drawn)	-1	-0.3	-11	0	-34	-1.2	0.036	3	-12
COc1cc(/C=N/NC(=O)C(=O)NCC2CCCO2)ccc1O (stereo not drawn)	-9	0.5	-32	3	-16	0.5	-0.42	32	-15
Cc1ccc(C(=O)OCC(=O)NC(C)C)cc1S(=O)(=O)N1CCOCC1	12	0.3	-9	-18	-16	0.1	0.19	4	-17
Cc1ccc(N(CC(=O)NCc2ccncc2)S(C)(=O)=O)cc1Cl	0	0.4	-1	-11	-23	1.1	x	0	-19
Nc1ncn(-c2ncc(C(F)(F)F)cc2Cl)n1	-9	0.5	-18	-17	-3	0.5	1.2	22	-22
O=C(CCN1CCCCCC1)Nc1ccccc1F	-2	0.2	9	-10	-13	2.0	1.5	x	-6[20 µM]
N#CCCN(C(=S)NC(=O)c1ccco1)c1ccccc1F	-10	0.4	-6	-27	-24	0.9	2.1	12	-20
CC(C)(C)c1cc(C(F)(F)F)nc(SCCCNC(=O)c2ccco2)n1	-4	1.4	-9	15	-18	0.3	x	-18	-9[20 µM]
C=CCn1c(SCC(=O)N2CCCC2)nc2scc(-c3cccs3)c2c1=O	5	0.3	-9	21	-29	-0.2	x	-11	-15
c1ccc(-c2nnc(-c3ccco3)n2-c2ccccc2)cc1	5	-0.4	2	-16	-13	-1.4	-0.19	19	-18[20 µM]
Cc1cccc(Nc2ccc(C(=O)N3CCOCC3)cn2)c1	-3	0.7	-15	8	1	0.1	-0.031	12	-23
Cn1nc(C(F)(F)F)c(-c2ccc(Br)cc2)c1NC(=O)c1cccnc1	-2	1.1	-8	-16	-12	2.9	0.14	8	-11

Exported comma-delimited: part of the list above
canonical_smiles,Thrombin inh,TRPML3 agonist,Tb hexokinase,Calpain2 inh,EBV gp42 block,TRPN1 ag,KCC2 mod,PPC-1+TRAIL kill,Furin inhibitor
O=C(CCN1CCCCCC1)Nc1ccccc1F,-2,0.2,9,-10,-13,2.0,1.5,x,-6[20 µM]
Nc1ncn(-c2ncc(C(F)(F)F)cc2Cl)n1,-9,0.5,-18,-17,-3,0.5,1.2,22,-22

(listing goes on)
SMILES	Thrombin inh	TRPML3 agonist	Tb hexokinase	Calpain2 inh	EBV gp42 block	TRPN1 ag	KCC2 mod	PPC-1+TRAIL kill	Furin inhibitor
CCS(=O)(=O)CCSc1nc2ccccc2s1	1	0.9	-7	3	-24	0.0	-0.65	1	-15
CCOC(=O)CN(C(=O)CSc1nnc(CNc2ccc(C)cc2C)n1CC)c1ccccc1	5	-0.2	-1	21	-6	-1.5	0.86	12	-14
COC(=O)c1ccc(CSc2nnc(SCc3ccc(C(=O)OC)o3)s2)o1	-1	0.8	6	-10	-7	0.1	-0.0076	3	-19
COc1cc2c(cc1OC)CN(C(=O)CC1CC3CCC1C3)CC2 (stereo not drawn)	4	-0.7	-7	-3	3	0.3	x	15	-14
O=C(Cc1ccccc1F)Nc1cccc2cccnc12	-4	0.3	1	24	-1	-0.2	-0.041	-30	-6
COc1ccc(CNC(=O)CSc2nnc(-c3cccnc3)n2N)cc1	-13	1.1	6	-34	-2	1.7	-0.66	-10	-11
C=CCn1c(CCSCc2ccc(OC)c(C)c2)n[nH]c1=S	-2	-0.4	1	-4	-13	0.7	-0.014	7	-2
CCCc1ncc(C(O)c2cccc(OC)c2OC)n1C (stereo not drawn)	-5	0.8	19	0	-15	1.1	x	6	-15
CN(C(=O)COC(=O)CNC(=O)c1sc2ccccc2c1Cl)c1ccccc1	-11	0.5	20	13	-17	0.5	-2.6	-4	-5
COC(=O)c1[nH]c2ccc(C)cc2c1NC(=O)Nc1ccccc1OC	-2	1.2	-11	-54	1	-0.1	x	-14	-8[20 µM]
O=C(c1ccc2nccnc2c1)N1CCN(Cc2ccc3c(c2)OCO3)CC1	-1	0.2	-4	-25	0	2.3	x	11	-21
CCN(CC)CCN1C(=O)C(=O)/C(=C(/O)c2c(C)[nH]c(C(=O)OC)c2C)C1c1cccs1 (stereo not drawn)	2	1.0	-34	-5	-2	0.2	1.9	21	-16[20 µM]
COc1ccc(NC(=O)C2CCCO2)cc1OC (stereo not drawn)	2	1.1	-1	-27	-18	0.3	-0.003	-13	-20[20 µM]
Cc1ccc(S(=O)(=O)c2ccc(Cl)cc2)cc1S(=O)(=O)NC(C)C(=O)O (stereo not drawn)	-7	0.7	40	-2	-12	0.2	-0.46	-1	-13
Cc1cccc(C)c1N1C(=O)c2ccccc2C1=O	-1	-0.6	1	3	-1	-1.5	x	9	-30
CCOC(=O)COc1ccc(S(=O)(=O)N2CCc3ccccc3C2)cc1	-4	0.0	10	20	3	-0.5	-0.088	20	-23[20 µM]
Nc1c(C(=O)NCc2ccc3c(c2)OCO3)c2nc3ccccc3nc2n1CCCN1CCOCC1	-3	1.8	-28	-430	-5	2.4	x	-10	-11
CC(C)Cc1nc(SCC(=O)Nc2nnc(CC(C)C)s2)n[nH]1	0	0.2	-3	26	-7	-0.3	-0.55	8	-10
Clc1cnc2nc(SC/C=C/c3ccccc3)[nH]c2c1	-3	-0.1	-3	-5	-5	0.3	-0.14	-4	-19
Cc1ccc(-n2cc(CN(C)Cc3ncc[nH]3)c(-c3cccc(C)c3)n2)cc1	-2	0.4	5	-7	-11	-0.7	x	x	-20
CC(=O)NC(=S)Nc1ccc([N+](=O)[O-])cc1C	4	0.9	-2	-13	0	1.7	-0.67	21	-23
COc1ccc([N+](=O)[O-])cc1NC(=O)COC(=O)c1ccccn1	7	1.1	-7	13	-12	1.0	0.25	30	-14
COc1ccc(-c2c(N)n[nH]c2C)cc1OC	-2	-0.5	1	-12	-12	0.6	-0.39	8	-24
CC/C(=C\C1CCCCC1)C(NP(=O)(c1ccccc1)c1ccccc1)c1ccccc1 (stereo not drawn)	6	-0.3	5	13	-4	1.3	0.72	7	-10

High-throughput results from PubChem.
